GLP-1R agonist: qHTS of GLP-1 Receptor Agonists; Glucagon-like peptide 1 receptor (Homo sapiens), P43220; HEK293 GLP-1R CRE-luciferase, luminescence, 4-6 h; cells express a hypersensitive GLP-1R form; Potency, µM (top dose mostly 45.6 µM), for the others: at the top dose activation, hits mostly activators; actives 0.007% (n = 380,000); AID 624172, 2012; note: potency is the fitted concentration of half-maximal effect; % of control where 0% means no effect
Target sequence (P43220 whole entry, looked up): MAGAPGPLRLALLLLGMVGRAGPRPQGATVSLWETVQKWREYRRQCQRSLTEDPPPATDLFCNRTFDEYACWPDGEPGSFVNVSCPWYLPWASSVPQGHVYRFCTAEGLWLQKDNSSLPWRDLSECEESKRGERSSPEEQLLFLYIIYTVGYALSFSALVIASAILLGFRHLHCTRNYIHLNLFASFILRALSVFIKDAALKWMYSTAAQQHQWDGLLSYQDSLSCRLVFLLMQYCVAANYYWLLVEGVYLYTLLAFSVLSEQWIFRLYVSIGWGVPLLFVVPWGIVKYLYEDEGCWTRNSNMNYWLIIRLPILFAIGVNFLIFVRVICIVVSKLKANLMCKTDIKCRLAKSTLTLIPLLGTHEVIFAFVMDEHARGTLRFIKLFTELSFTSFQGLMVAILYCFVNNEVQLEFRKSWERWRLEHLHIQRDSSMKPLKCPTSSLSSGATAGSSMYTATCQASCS
PTHR1 agonist: qHTS for PTHR1 Agonists: Primary Screen | Parathyroid hormone/parathyroid hormone-related peptide receptor (Homo sapiens), Q03431 | HEK293 GP2 PTHR1 cells, GloSensor cAMP luminescence, 1 h | Potency, µM (doses to about 115 µM), for the others: at the top dose activation, actives largely listed as activators | actives 0.075% (n = 410,000) | AID 743266, 2014; note: potency is the fitted concentration of half-maximal effect; nearly all actives have a fitted effect of over 55% in size; some results filed as inactive show a strong effect at the top dose; inactives centre near -15; many of its hits are not listed in these tables
Target sequence (Q03431 whole entry, looked up): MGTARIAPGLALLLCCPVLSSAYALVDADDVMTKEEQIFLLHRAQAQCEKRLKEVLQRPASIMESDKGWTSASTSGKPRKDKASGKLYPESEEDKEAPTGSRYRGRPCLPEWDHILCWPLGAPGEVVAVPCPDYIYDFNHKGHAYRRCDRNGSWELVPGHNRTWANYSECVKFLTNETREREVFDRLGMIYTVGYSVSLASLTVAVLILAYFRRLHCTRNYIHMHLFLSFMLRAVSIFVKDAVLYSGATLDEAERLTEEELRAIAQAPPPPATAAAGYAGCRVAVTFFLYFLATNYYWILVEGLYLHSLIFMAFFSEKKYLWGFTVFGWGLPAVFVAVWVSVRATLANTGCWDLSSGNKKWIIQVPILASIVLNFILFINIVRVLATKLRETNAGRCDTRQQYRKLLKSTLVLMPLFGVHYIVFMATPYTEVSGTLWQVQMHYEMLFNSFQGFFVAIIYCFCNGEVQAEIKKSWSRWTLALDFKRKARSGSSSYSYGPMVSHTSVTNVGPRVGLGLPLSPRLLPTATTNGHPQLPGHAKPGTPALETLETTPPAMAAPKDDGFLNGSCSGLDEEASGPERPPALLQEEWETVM
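HEK-293-derived GP2 cells expressing PTHR1 and a GloSensor cAMP reporter, 3,000/well, plated overnight, given luciferin plus IBMX (each 0.5 mM as added) for 1 h at 37 °C, then compound for 1 h at 37 °C. Luminescence was read after 15 min at room temperature.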
PI5P4K alpha inh: qHTS for Inhibitors of phosphatidylinositol 5-phosphate 4-kinase (PI5P4K) | max response, % | AID 652105, 2013 | PI5P4Kalpha enzyme, ADP-Glo luminescence, 60 min; hits give low values | actives 1.2% (n = 330,000) | Phosphatidylinositol 5-phosphate 4-kinase type-2 alpha (Homo sapiens), P48426; active = max response of -50% or lower; inconclusive = between -30% and -50%; inactive = -30% or higher; note: value at the top dose of about 77 µM; % is set by controls: 0 for no effect and ±100 for the full control effect
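Controls without substrate or without enzyme flank wells where PI5P4Kalpha converts substrate using 5 microM ATP (final). Incubation lasts 60 minutes at room temperature; ADP formed is read by ADP-Glo luminescence.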
IL2 activator: qHTS of IL-2 Activators; IL-2 activation reporter assay, cell-based qHTS; stimulated with anti-CD3/CD4/CD28 beads; in transgenic mouse T cells; activation, % (series mostly up to about 46 µM); actives 0.065% (n = 360,000); AID 652025, 2013; in the data active = activation above about 50%; inconclusive = mostly about 30% to 49%; note: 0% is about no effect
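Readout is EGFP and DsRed signal by fluorescent plate cytometry after 18 h at 37 degrees C. Transgenic mouse T cells (750/well) received compound for 60 min before bead stimulation (anti-CD3, anti-CD4, anti-CD28); memory T cells served as non-tolerant control.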
GLP1R cytotox: qHTS of GLP-1 Receptor Inverse Agonists: Cytotox Screen; HEK293 cAMP-luciferase reporter cells, luminescence, 24 h; Potency, µM (top dose mostly 38.3 µM), for inactives: top-dose activity change, negative = inhibition, usual class: inhibitors; actives 0.13% (n = 410,000); AID 624418, 2012;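 note: loss of luciferase light is scored as toxicity; potency is the fitted concentration of half-maximal effect; % is set by controls: 0 for no effect and ±100 for the full control effect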
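Step one: seed cells (200 cells/uL, DMEM with 10% Nu serum, 1% pen-strep). Step two: 12-hour incubation at 37 deg C. Step three: pin 23 nL compound, incubate 24 hr. Step four: add luciferase reagent, read luminescence 12 min later.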
EPAC1 antagonist: qHTS for Antagonist of cAMP-regulated guanine nucleotide exchange factor 3 (EPAC1): primary screen | Rap guanine nucleotide exchange factor 3 (Homo sapiens), O95398 | EPAC1 GEF assay, Rap1b-BODIPY-GDP exchange fluorescence | Potency, µM (titrated, usually from 115 µM), inactives show at the top dose activity change, negative = inhibition, usual class: inhibitors | actives 0.14% (n = 360,000) | AID 720709, 2013;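 note: potency is the fitted concentration of half-maximal effect; plate controls were vehicle for no effect and positive control for full effect; nearly all actives have a fitted effect of over 50% in size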
EPAC1 agonist: qHTS for Agonist of cAMP-regulated guanine nucleotide exchange factor 3 (EPAC1): primary screen; Rap guanine nucleotide exchange factor 3 (Homo sapiens), O95398; actives 0.073% (n = 360,000); AID 720707, 2013; EPAC1 agonist qHTS, biochemical assay; response scale: 100% = response to 6.5 mM cAMP; Potency, µM (series often up to 154 µM), for the others: at the top dose activation, most hits filed as activators; note: potency is the fitted concentration of half-maximal effect; nearly all actives have a fitted effect of over 60% in size
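Nucleotide exchange by EPAC1 (100 nM) on Rap1B–BODIPY-GDP (250 nM) in the presence of 50 uM GDP is tracked fluorescently at 480/540 nm over 30 min. Signals are normalized to a 6.5 mM cAMP control.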
PLK1 PBD block: qHTS for Inhibitors of PLK1-PDB (polo-like kinase 1 - polo-box domain): Primary Screen; Serine/threonine-protein kinase PLK1 (Homo sapiens), P53350; actives 2.8% (n = 360,000); Plk1 PBD binding of FITC phosphopeptide, fluorescence polarization; Potency, µM, for the others: max response, negative = inhibition, usual class: inhibitors; AID 720504, 2013; note: potency is the fitted concentration of half-maximal effect; series mostly up to about 57 µM; % is set by controls: 0 for no effect and ±100 for the full control effect; nearly all actives have a fitted effect of over 65% in size
GLP-1R inv ag: qHTS of GLP-1 Receptor Inverse Agonists (Inhibition Mode); HEK293 GLP-1R CRE-luciferase, luminescence, 24 h; GLP-1R form is constitutively active; AID 624417, 2012; Glucagon-like peptide 1 receptor (Homo sapiens), P43220; actives 1.6% (n = 410,000); Potency, µM (titrated, usually from 38.3 µM), without a hit: top-dose activity change, negative = inhibition, usual class: inhibitors; note: potency is the fitted concentration of half-maximal effect; % is set by controls: 0 for no effect and ±100 for the full control effect; nearly all actives have a fitted effect of over 55% in size
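Inverse agonism was detected as reduced cAMP-driven luciferase luminescence after 24 h compound treatment. The cells were HEK293 clones expressing constitutively active human GLP-1R with the reporter. Reporter-only and GPR119 cell lines served as counterscreen controls.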
* marks the source's active call; other numbers are inactive results; i = inactive; ? = inconclusive; · = not tested or not shown; & = joins results of further samples; ! = not confirmed by another sample; [ ] = another dose, or the depositor's remark. Unless noted, calls come from the whole dose curve; as a rule, active = well fitted curve in the direction sought with a large enough effect; inconclusive = small, poorly fitted or top-dose-only effect, or another doubt; inactive = no such curve, though single readings can be large; an effect the other way counts as inactive or inconclusive. These rows are one share of the data; count on the stated rates, not on these rows.

SMILES	GLP-1R agonist	PTHR1 agonist	PI5P4K alpha inh	IL2 activator	GLP1R cytotox	EPAC1 antagonist	EPAC1 agonist	PLK1 PBD block	GLP-1R inv ag
O=C(C1CCCO1)N1CCN(C(=S)Nc2cccc(F)c2)CC1 (stereo not given)	-8%	-23%	-5	3.5	0%	6%	5%	9%	7%
Cc1ccc(-c2nc(CS(=O)CC(=O)NCc3ccccn3)c(C)o2)cc1 (stereo not given)	-4%	i	-1	-0.7	7%	-10%	-2%	-21%	0%
O=C(CSC1CC(=O)N(CCc2ccccc2)C1=O)Nc1ccc(Br)cc1 (stereo not given)	13%	-2%	11	-1.1	2%	-13%	4%	-16%	?
CCCn1c(NC(=O)CN2C(=O)NC3(CCCCC3)C2=O)nc2ccccc21	-3%	i	0	4.2	-16%	-13%	0%	0%	?
CCc1ccc(NC(=O)CC2C(=O)N(c3ccc(C)cc3)C(=O)N2C2CCCC2)cc1 (stereo not given)	-7%	i	·	·	-14%	·	·	·	?
O=C(O)CN(Cc1ccco1)S(=O)(=O)c1ccc(F)cc1	15%	-6%	1	0.7	5%	1%	4%	-12%	-11%
CN(C)c1nc(F)c(F)c(S(=O)(=O)c2ccccc2)c1F	6%	-22%	3	-1.0	5%	-21%	6%	-2%	29%
CCn1cc(NC(=O)Nc2ccc(OC)c(OC)c2)c(C(N)=O)n1	-6%	-11%[57.5 µM]	·	0.2	-13%	11%	-5%	-1%	-22%
Nc1[nH]c(C(=O)c2ccccc2)c(-c2ccc(Cl)cc2)c1C(=O)NCc1ccccc1	-2%	-1%	-8	0.4	-7%	-2%	-3%	-10%	5%
COc1ccc(-c2nc3c4ccccc4ccn3c2Cc2ccccc2C(F)(F)F)cc1OC	13%	-21%	3	-0.6	-7%	-10%	-9%	-7%	?
CC(=O)NC12CC3CC(C1)CC(C(=O)N(C)CC(=O)Nc1ccc(F)c(F)c1F)(C3)C2	4%	i	0	0.7	6%	-2%	14%	-5%	-10%
Cc1ccc(OCC(=O)c2c(N)n(C)c(=O)n(C)c2=O)c([N+](=O)[O-])n1	-7%	-14%	-50*	1.3	4%	1%	8%	?	10%
CCn1c(CSc2ncn[nH]2)nc2cc(C(=O)O)ccc21	-4%	8%	1	-0.1	6%	3%	-1%	-17%	3%
Nc1nc(N2CCOCC2)nc(N(c2ccccc2)c2ccccc2)n1	-2%	13%	-7	-2.5	0%	8%	-8%	2%	-6%
CN1CCc2cccc3c2[C@H]1Cc1ccc(O)c(O)c1-3	-4%&0%&-4%&-7%	-13%&-20%	-56*!	-0.6&-0.7&-0.7	?	-12%&-13%&-25%	-14%&-7%&-13%	38µM*!	9%
COc1cccc(NC(=O)c2c(C)cc(C)cc2CC(C)(C)C(=O)O)c1	0%	-22%	-1	0.3	5%	-1%	6%	-10%	0%
CSc1nsc(SCC(=O)Nc2ccccc2F)n1	17%	-13%	-10	0.1	1%	3%	13%	-16%	-6%
Cc1ccn2c(=O)nc(SCC(=O)NCc3ccccc3)nc2c1	10%	-12%	?	1.0	9%	1%	-7%	-17%	-12%
Cc1nnsc1C(=O)N1CCCC1(C)C(=O)O (stereo not given)	-5%	-8%	6	-0.1	-1%	1%	5%	-13%	7%
O=C1CSC(c2ccccn2)N1c1ccc2ccccc2c1 (stereo not given)	-3%	-41%	2	-0.9	-8%	3%	8%	-6%	3%
O=C(Nc1ccc(N2CCOCC2)cc1)C1CC1	-10%	i	-6	-0.5	-13%	-13%	5%	-13%	7%
O=C(Nc1ccc(N2CCCC2=O)cc1)c1cccc(F)c1	-1%	22%[57.5 µM]	·	-1.3	38%[activator]	-3%	5%	-6%	25%
Cc1cc(C)c(C)c(OCCCn2ccnc2)c1	-5%	-3%[57.5 µM]	-1	0.4	-6%	1%	-3%	0%	?
O=C(N[C@@H](Cc1ccccc1)C(=O)N[C@@H](Cc1ccccc1)C(=O)O)OCc1ccccc1	-1%	-24%	-3	2.5	-4%	-10%	4%	-4%	13%
CCC(=O)Nc1cccc2cccnc12	-6%	i	1	0.0	3%	-1%	-1%	-21%	19%
CN(C)c1ccc(CC(=O)N2CCCCC2c2cc(C(=O)Nc3cccc4c3CCCC4)no2)cc1 (stereo not given)	0%	-4%	3	-1.0	1%	-7%	-21%	-3%	?
COC(=O)c1ccc(CNC(=O)COC(=O)CCN2C(=O)C3CC=CCC3C2=O)cc1 (stereo not given)	7%	-1%	2	-1.6	10%	-29%	1%	-15%	-11%
CNC(=O)C(=O)Nc1c(C)cc(C)cc1C	0%	i	5	0.6	-1%	-5%	-1%	-4%	16%
COC(=O)c1ccc(-c2ncc[nH]2)cc1	-2%	i	0	-0.1	4%	-17%	-6%	-11%	9%
Cn1c(-c2ccc(C=O)s2)nc2c3ccccc3c3ccccc3c21	9%	-19%	2	-2.2	16%	-27%	1%	27µM*	0%

Sorted by the number under PTHR1 agonist (falling): 3 of the compounds above.
compound	GLP-1R agonist	PTHR1 agonist	PI5P4K alpha inh	EPAC1 antagonist	PLK1 PBD block
CN(C)c1ccc(CC(=O)N2CCCCC2c2cc(C(=O)Nc3cccc4c3CCCC4)no2)cc1 (stereo not given)	0%	-4%	3	-7%	-3%
Cn1c(-c2ccc(C=O)s2)nc2c3ccccc3c3ccccc3c21	9%	-19%	2	-27%	27µM*
O=C(N[C@@H](Cc1ccccc1)C(=O)N[C@@H](Cc1ccccc1)C(=O)O)OCc1ccccc1	-1%	-24%	-3	-10%	-4%

Later entries
SMILES	GLP-1R agonist	PTHR1 agonist	PI5P4K alpha inh	IL2 activator	GLP1R cytotox	EPAC1 antagonist	EPAC1 agonist	PLK1 PBD block	GLP-1R inv ag
O=C(OCc1ccc(Br)cc1)c1ccncc1	0%	i	-3	0.5	-18%	-14%	-2%	-1%	11%
COc1ccc2[nH]c3c(c2c1)CC(C)NC3=O (stereo not given)	-3%	i	-1	0.9	-20%	-7%	0%	-7%	?
CC1(C)Cc2ccccc2C(=NC(Cc2c[nH]c3ccccc23)C(=O)O)N1 (stereo not given)	1%	-16%	-1	1.0	-21%	8%	11%	1%	0%
CC(C)C(NC(=O)c1ccc(Cl)cc1)C(=O)NCC1CCCO1 (stereo not given)	7%	i	-5	0.7	-5%	-46%	-235%[inhibitor]	1%	4%
CCOc1ccccc1NC(=O)c1ccccc1NC(=O)c1ccco1	15%	-14%	0	-2.5	-3%	-5%	-11%	0%	33%[activator]
CCN=C1SC(CC(=O)Nc2ccccc2)C(=O)N1CC (stereo not given)	-1%&-1%	-34%[inhibitor]	2&2	-0.4&0.0	-3%&-19%	10%&2%	4%&7%	5%&-8%	1%&10%
Nc1c(C(=O)Nc2ccc(Br)cc2)sc2nc(N3CCOCC3)c3c(c12)CCCC3	-2%	-21%	?	-1.9	3%	6%	18%	-12%	5%
CSCC(=O)N1CCCC(CNC(=O)c2ccccc2Cl)C1 (stereo not given)	0%	i	0	0.0	-7%	11%	0%	-4%	14%
CCNC(=S)N/N=C/c1ccc(C#N)cc1	7%	-11%	-7	0.0	?	-23%	-5%	-8%	?
COc1ccc(NS(=O)(=O)c2cc(NC(=O)c3ccc(=O)[nH]n3)ccc2N2CCOCC2)cc1	21%	-7%	6	0.5	1%	-1%	13%	-22%	14%
C=CCc1ccc(OCCCCCN2CCOCC2)c(OC)c1	0%	i	2	0.7	1%	16%	1%	3%	?
CC(C)(C)C(=O)CC1(O)C(=O)N(Cc2ccccc2)c2ccccc21 (stereo not given)	-2%	-9%[57.5 µM]	·	-1.1	4%	-4%	2%	-1%	-2%
CC(C)c1ccc(OCC(=O)NC2CCCC2)cc1	5%	-17%	1	-1.1	4%	11%	-5%	-1%	?
COC(=O)CCN1CCC2CC1c1cc(-c3cccc(C)c3)ccc12 (stereo not given)	-5%	-23%	9	0.1	2%	-8%	-11%	-3%	-1%
Cc1cccc(C(=O)Nc2ccc(S(=O)(=O)N3CCOCC3)cc2C)c1	0%	-9%	0	-1.0	?	3%	3%	5%	7%
CC1=C(C(=O)OCc2ccc(C)cc2)C(c2ccc(O)c([N+](=O)[O-])c2)NC(=O)N1 (stereo not given)	3%	-4%	-12	-0.9	-6%	3%	-7%	-8%	14%
CC(C)OCCCNS(=O)(=O)c1ccc2c(c1)OCCO2	-7%	i	·	3.3	-1%	18%	7%	-4%	6%
O=C(Cn1nnc(-c2ccncc2)n1)Nc1ccc2c(c1)CCC2	-13%	i	?	1.6	4%	1%	9%	5%	-15%
COc1ccc(CNC(=O)[C@H](Cc2ccccc2)NC(=O)C2CCNCC2)cc1	-2%	0%	3	-1.6	19%	7%	7%	-12%	-5%
COc1ccc(CN2CCN(Cc3cc4ccccc4o3)CC2CCO)c(F)c1 (stereo not given)	6%	-5%	3	0.9	-9%	-13%	12%	-7%	?
Cc1cccc(NC(=O)c2ccc(Cl)c(S(=O)(=O)N3CCCCC3)c2)n1	12%	-32%[inhibitor]	2	-0.9	7%	-9%	?	-3%	?
O=C(CCc1nc2ccccc2s1)OCC(=O)N1CCN(C(=O)c2ccco2)CC1	-4%	i	3	-0.1	27%	?	3%	-22%	23%
Cc1ccc(S(=O)(=O)N(C)CCCC(=O)Nc2cccc3ccccc23)cc1	7%	-29%	-6	1.8	1%	-19%	0%	-2%	-16%
